Assay outcomes from PubChem.
CXXC DNA block: qHTS Fluorescence Polarization Assay for Inhibitors of MLL CXXC domain - DNA interaction | Histone-lysine N-methyltransferase 2A (Homo sapiens), Q03164 | MLL-CXXC / FITC-HOXA9 DNA fluorescence polarization | Potency, µM (doses to about 115 µM), inactives show top-dose activity change, negative = inhibition, actives largely listed as inhibitors | hit rate 0.037% among 290,000; active = well fitted inhibition curve with a large enough effect in the polarisation, with a control signal flat, not every such curve was filed as active; inconclusive = small, poorly fitted or top-dose-only effect, or effect the other way, or a change in a side signal; inactive = no such curve, though single readings can be large or run the other way; the % refers to the polarisation
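Steps: dispense CXXC domain solution (7 uM) → pin compounds or unlabeled HOX-A9 DNA control → 5 min ambient → add FLSN-HOX-A9 solution (50 nM) → spin → 30 min ambient → fluorescence polarization. Tris pH 7.5/NaCl/DTT/BSA buffer.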
FLuc counter: qHTS profiling assay for firefly luciferase inhibitor/activator using purifed enzyme and Km concentrations of substrates (counterscreen for miR-21 project); Potency, µM (series often up to 57.5 µM), inactives show top-dose activity change, negative = inhibition, usual class: inhibitors; Luciferin 4-monooxygenase (Photinus pyralis), P08659; purified FLuc, Km substrates, luminescence inhibition; hit rate 6.9% among 360,000;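 also: plate controls were vehicle for no effect and reference inhibitor for full effect; nearly all actives have a fitted effect of over 55% in size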
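Biochemical qHTS of compounds, final roughly 60 µM downward over six points, against 10 nM purified firefly luciferase using Km concentrations of substrates (10 uM D-luciferin, 10 uM ATP) in Tris acetate pH 7.5 buffer; luminescence output.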
ELG1 genotoxic: qHTS screen for small molecules that induce genotoxicity in human embryonic kidney (HEK293T) cells expressing luciferase-tagged ELG1 | hit rate 1.3% among 330,000 | HEK293T ELG1-luciferase reporter, luminescence, 16 h | AID 504466, 2011 | Potency, µM (doses to about 46 µM), for the others: at the highest dose activity change, positive = activation, hits mostly activators; also: % of control where 0% means no effect; nearly all actives have a fitted effect of over 60% in size
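After overnight (16 hr) compound treatment at 37 °C, ELG1-luciferase HEK293T cells were lysed with ONE-Glo; luminescence quantified 30 min later at room temperature.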
uPA generation: qHTS for Inhibitors of Cell Surface uPA Generation; cell surface uPA generation assay, qHTS; Potency, µM (titrated, usually from 38.3 µM), inactives show top-dose activity change, negative = inhibition, most hits filed as inhibitors; hit rate 0.31% among 330,000; AID 540303, 2011; active = well fitted inhibition curve with a large enough effect; inconclusive = small, poorly fitted or top-dose-only effect; inactive = no such curve, though single readings can be large or run the other way; tested in mouse RAW 264.7 cells; also: % is scaled to controls: 0 for no effect and ±100 for the full control effect; nearly all actives have a fitted effect of over 55% in size
Rab9 prom act: qHTS Assay for Rab9 Promoter Activators. Huh7 Rab9 promoter-luciferase reporter, luminescence, 24 h. Potency, µM (doses to about 9.22 µM), for the others: at the top dose activation, negative = inhibition, hits mostly activators. hit rate 2.8% among 320,000. AID 485297, 2010; also: % of control where 0% means no effect; nearly all actives have a fitted effect of over 60% in size
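Steps: seed 1500 Huh7 Rab9-luc cells per well, rest 2 h at 37 °C; add compound in DMSO; incubate 24 h; add luciferase reagent, 10 min ambient; read luminescence.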
MBNL1-CUG inh: qHTS Assay for Inhibitors of MBNL1-poly(CUG) RNA binding | Potency, µM (top dose mostly 57.5 µM), for the others: at the top dose activity change, negative = inhibition, actives largely listed as inhibitors | Muscleblind-like protein 1 (Homo sapiens), Q9NR56 | hit rate 0.036% among 280,000 | TR-FRET MBNL1-His/biotin-(CUG)12 binding, 665/545 ratio; active = well fitted inhibition curve with a large enough effect in the signal ratio, with a control signal flat, not every such curve was filed as active; inconclusive = small, poorly fitted or top-dose-only effect, or effect the other way, or a change in a side signal; inactive = no such curve, though single readings can be large or run the other way; the % refers to the signal ratio; also: % is scaled to controls: 0 for no effect and ±100 for the full control effect
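Ratiometric TR-FRET (665 over 545 nm, excitation 340 nm) tracks disruption of MBNL1-His/biotin-(CUG)12 complex after 60 min at room temperature, with compounds at 92 nM to 58 uM final.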
NPC1 promoter act: qHTS Assay for NPC1 Promoter Activators | Huh7 NPC1 promoter luciferase reporter, 24 h | Potency, µM (titrated, usually from 9.22 µM), without a hit: top-dose activation, usual class: activators | hit rate 2.4% among 320,000;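 also: % of control where 0% means no effect; nearly all actives have a fitted effect of over 60% in size; reporter is driven by a mutant NPC1 promoter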
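Readout is luciferase luminescence, reflecting NPC1 promoter activation in stably transfected Huh7 cells after 24 h compound exposure at 37 °C in reduced-serum medium with 10% FBS.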
BRCA1 expr act: qHTS Assay to Identify Small Molecule Activators of BRCA1 Expression; Potency, µM (highest dose often 46.1 µM), without a hit: at the top dose activation, usual class: activators; hit rate 1.1% among 380,000; MCF7-BRCA1-FFLuc reporter, luminescence, 48 h; response scale: scaled: vehicle 0%, 10 µM genistein 100%; also: nearly all actives have a fitted effect of over 80% in size; some results filed as inactive show a strong effect at the top dose
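Luminescence from a BRCA1-driven firefly luciferase in MCF7 cells was the read-out, taken 15 min after substrate addition following 48 h compound exposure at 37 °C. Data were normalized to a 10 microM genistein control and DMSO vehicle.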
RORg inh: qHTS for inhibitors of ROR gamma transcriptional activity; AID 2551, 2010; Potency, µM (top dose mostly 53.6 µM), without a hit: top-dose activity change, negative = inhibition, usual class: inhibitors; Drosophila S2 Gal4-RORgamma UAS-luciferase reporter, 20 h; hit rate 5.4% among 310,000; Nuclear receptor ROR-gamma (Mus musculus), P51450; also: % is scaled to controls: 0 for no effect and ±100 for the full control effect; nearly all actives have a fitted effect of over 60% in size
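Stably transfected Drosophila Schneider cells are the test system, with ROR gamma fused to Gal4 and luciferase under UAS control; luminescence is read after 20 hr of 700 uM copper sulfate induction at ambient temperature.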
VP16 counter: VP16 counterscreen qHTS for inhibitors of ROR gamma transcriptional activity; Drosophila S2 Gal4-VP16 UAS-luciferase, luminescence, 20 h; Potency, µM (series often up to 53.6 µM), inactives show at the top dose activity, negative = inhibition, hits mostly inhibitors; hit rate 3.5% among 310,000;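 also: Gal4-VP16 expression switched on by copper sulfate through the metallothionein promoter; % is scaled to controls: 0 for no effect and ±100 for the full control effect; nearly all actives have a fitted effect of over 50% in size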
p53 reactivator: qHTS assay for re-activators of p53 using a Luc reporter | H1299 p53-A138V BP100-luciferase reporter, luminescence, 24 h | hit rate 0.063% among 320,000 | Potency, µM (titrated, usually from 92.2 µM), for the others: at the top dose activity change, positive = activation, most hits filed as activators; also: % of control where 0% means no effect; nearly all actives have a fitted effect of over 45% in size
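H1299 (p53-null), stable ts p53-A138V + BP100-Luc; 1000 cells/well, Opti-MEM/10% FBS; cpd 4 pt, 1:5; 24 h, 37 deg C, 5% CO2; detection reagent 10 min RT; luminescence.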
Active calls of the source: *; ? = inconclusive; · = no result given; [ ] = another dose, or the depositor's remark. Unless noted, calls follow the shape of the dose curve; as a rule, active = well fitted curve in the direction sought with a large enough effect; inconclusive = small, poorly fitted or top-dose-only effect, or another doubt; inactive = no such curve, though single readings can be large; an effect the other way counts as inactive or inconclusive. Potency is read from the fitted curve at half-maximal effect. The list is partial (hit frequency here may not be typical).

SMILES	CXXC DNA block	FLuc counter	ELG1 genotoxic	uPA generation	Rab9 prom act	MBNL1-CUG inh	NPC1 promoter act	BRCA1 expr act	RORg inh	VP16 counter	p53 reactivator
Cc1ccc(C)c(S(=O)(=O)N=Nc2c(O)[nH]c3ccccc23)c1	-13%	-4%	0%	1%	9%	?	-1%	-40%	0%	8%	3%
Cc1oc(C)c(C(=O)Nc2ccc(CC(=O)O)cc2)c1C(=O)Nc1ccc(CC(=O)O)cc1	16%	6%[2.3 µM]	2%	3%	2%	-9%	-1%	0%	2%	18%	-12%
COc1cccc(Oc2ccc(C(F)(F)F)cc2N)c1	12%	24µM*	?	-1%	7%	·	5%	31%	?	?	?
COc1ccc2c(c1)c(C(=O)N/N=C/c1ccc(Cl)cc1)c(C)n2C	23%	?	-2%	-12%	4%	17%	-4%	-36%	?	13%	-3%
CCc1cc(=O)oc2cc(OCC(=O)N3CC[C@@]4(O)CCCC[C@H]4C3)ccc12	-3%	6%	3%	10%	-9%	1%	-2%	3%	0%	2%	·
COc1cc(NC(=O)c2onc(C)c2Cl)cc(OC)c1OC	-6%	5%	3%	0%	-7%[1.84 µM]	-7%	-3%	-39%	2%	17%	-4%
COc1cc(/C=N/n2c(-c3ccccc3)n[nH]c2=S)ccc1O	-10%	-11%	-1%	-10%	1%	·	-5%	-5%	2%	1%	-2%
CC(=O)Nc1ccc(S(=O)(=O)NCCC(=O)NCC2COc3ccccc3O2)cc1 (stereo not drawn)	-9%	-2%	2%	14%	9%	-3%	-4%	-8%	-25%	-12%	0%
O=Cc1ccc(OC2OCCOC2Oc2ccc(C=O)cc2)cc1 (stereo not drawn)	-1%	1%	0%	-3%	-3%	-4%	3%	0%	-1%	2%	-1%
N#CC1=C(N)Oc2ccccc2C12C(=O)Nc1n[nH]c(-c3ccccc3)c12 (stereo not drawn)	3%	1%	0%	8%	-5%	-2%	-1%	-23%	10%	-9%	-2%
Cc1oc(-c2cc3c(cc2Cl)OCO3)nc1CN1CCCC1c1ccc(F)cc1 (stereo not drawn)	-10%	0%	-6%	0%	-1%	-3%	-2%	-40%	?	-1%	-2%
Cc1ccc(C)n1-c1ccc(C#N)cn1	-2%	0%	0%	-2%	-4%	·	-2%	18%	32%	-14%	-9%
CC(=O)N1CCC(=NNc2nc3ccccc3s2)CC1	0%	17µM*	11%	-11%	4µM*	6%	26%	64%	?	?	17%
O=C1CSC(=S)N1/N=C/c1ccc(O)c(O)c1O	?	?	-4%	-3%	-3%	?	-1%	-4%	-16%	-13%	6%
COC(=O)CSc1nc(C)c2c(n1)CCCC2	-2%	?	1%	-9%	-11%	0%	-3%	24%	-8%	-1%	6%
Cc1ccc(-n2[nH]c(C)c(/C=N/n3c(C)nc4ccccc4c3=O)c2=O)cc1	3%	?	-2%	-28%	-8%	-9%	-1%	-35%	18µM*	?	8%
Cc1ccc(NC(=O)CS(=O)CC(=O)NCCCc2ccccc2)cc1Cl (stereo not drawn)	-3%	-3%	-1%	-8%	-2%	-1%	-3%	32%	15%	0%	0%
Cc1ccc(C(C(=O)NCC2CCCO2)N(C(=O)c2snc(C(N)=O)c2N)c2ccc(F)cc2)o1 (stereo not drawn)	-4%	-1%	-13%	-4%	-1%	12%	1%	-8%	1%	0%	-2%
CC/C(C)=N/Nc1ccc(S(=O)(=O)N2CCCC2)cc1[N+](=O)[O-]	6%	6%	1%	-7%	-3%	?	-3%	-10%	-21%	-3%	-2%
NS(=O)(=O)c1ccc(NC(=O)COc2ncnc3sccc23)cc1	4%	-1%	-4%	0%	2%	-4%	3%	-6%	-3%	0%	1%

Random excerpt: 4 entries already listed.
SMILES	CXXC DNA block	FLuc counter	ELG1 genotoxic	uPA generation	Rab9 prom act	MBNL1-CUG inh	NPC1 promoter act	BRCA1 expr act	RORg inh	VP16 counter	p53 reactivator
Cc1ccc(C)n1-c1ccc(C#N)cn1	-2%	0%	0%	-2%	-4%	·	-2%	18%	32%	-14%	-9%
CCc1cc(=O)oc2cc(OCC(=O)N3CC[C@@]4(O)CCCC[C@H]4C3)ccc12	-3%	6%	3%	10%	-9%	1%	-2%	3%	0%	2%	·
O=C1CSC(=S)N1/N=C/c1ccc(O)c(O)c1O	?	?	-4%	-3%	-3%	?	-1%	-4%	-16%	-13%	6%
COc1cccc(Oc2ccc(C(F)(F)F)cc2N)c1	12%	24µM*	?	-1%	7%	·	5%	31%	?	?	?

Next part:
SMILES	CXXC DNA block	FLuc counter	ELG1 genotoxic	uPA generation	Rab9 prom act	MBNL1-CUG inh	NPC1 promoter act	BRCA1 expr act	RORg inh	VP16 counter	p53 reactivator
O=C(NC1CC1)c1sccc1-n1cccc1	-1%	-1%	-2%	-6%	8%	-1%	3%	29%	9%	4%	1%
CC(C)NC(=O)CSc1nc(-c2cccs2)cc(-c2ccccc2)c1C#N	17%	5%	?	·	-1%	?	-4%	-14%	-22%	5%	-19%
FC(F)(F)c1ccc(Sc2nnc(-c3cccs3)n2CC2CCCO2)nc1 (stereo not drawn)	-4%	4%	-5%	-2%	-5%	?	-3%	-25%	24%	-1%[0.365 µM]	2%
CCCN(C(=O)c1ccccc1Cc1ccccc1)C1CCS(=O)(=O)C1 (stereo not drawn)	·	5%	-1%	-5%	-2%	·	-5%	-34%	·	·	4%
COc1ccccc1NC(=O)c1cc(S(=O)(=O)NCc2ccccc2)ccc1F	?	-3%	-11%	-9%	3%	-6%	1%	-22%	?	-9%	-6%
FC(F)(F)c1ccc(-c2n[nH]c(=S)o2)nc1	-1%	?	-1%	-11%	-3%	67%[activator]	-2%	-2%	-36%	20%	6%
CCN(CC)S(=O)(=O)c1ccc(O)c(NC(=O)c2cc(-c3cc(OC)c(OC)c(OC)c3)nc3ccccc23)c1	16%	-7%	-29%	3%	0%	2%	-4%	-39%	?	-12%	-6%
CCCC1CCC(C(=O)Nn2cnc3ccccc3c2=O)CC1 (stereo not drawn)	-4%	-11%	-1%	0%	-2%	8%	-1%	10%	19%	-10%	5%
O=C(Nc1nnc(SCc2ccccc2)s1)c1cccc([N+](=O)[O-])c1	-9%	?	-5%	1%	-4%	?	1%	-31%	?	?	22%
CCOC(=O)C1=C(COC(=O)CCOc2cccc(C)c2)NC(=O)NC1C (stereo not drawn)	·	-1%	2%	-2%	2%	·	-1%	-26%	·	·	-7%
O=C(Nc1cccc(S(=O)(=O)N2CCOCC2)c1)c1cccc(S(=O)(=O)N2CCCCC2)c1	·	5%	-4%	-1%	-16%	·	-5%	-33%	·	·	-7%
COCCCNC(=S)N(CCCO)Cc1cc2cc3c(cc2[nH]c1=O)OCCO3	8%	3%	8%	-3%	1%	8%	-6%	-14%	9%	4%	·
CCOc1ccc(/C=C/C(=O)NC2CCCCC2)cc1	9%	?	7%	4%	17%	0%	19%	69%	15%	9%	·
O=C1c2ccsc2SCCN1Cc1cccc(F)c1	-8%	5%	-3%	-4%	0%	-6%	-7%	-5%	8%	0%	5%
C=CCNC1=C(Cl)C(=O)N(c2cccc(Cl)c2Cl)C1=O	-9%	3%	0%	5%	8%	?	0%	-6%	14%	-1%	?

Six of the entries above in order of their number in uPA generation, descending:
SMILES | uPA generation
C=CCNC1=C(Cl)C(=O)N(c2cccc(Cl)c2Cl)C1=O | 5%
CCN(CC)S(=O)(=O)c1ccc(O)c(NC(=O)c2cc(-c3cc(OC)c(OC)c(OC)c3)nc3ccccc23)c1 | 3%
O=C(Nc1nnc(SCc2ccccc2)s1)c1cccc([N+](=O)[O-])c1 | 1%
O=C(Nc1cccc(S(=O)(=O)N2CCOCC2)c1)c1cccc(S(=O)(=O)N2CCCCC2)c1 | -1%
FC(F)(F)c1ccc(Sc2nnc(-c3cccs3)n2CC2CCCO2)nc1 (stereo not drawn) | -2%
COc1ccccc1NC(=O)c1cc(S(=O)(=O)NCc2ccccc2)ccc1F | -9%
